NSD2 HMT inh: blocks human histone methyltransferase NSD2. inhibition, % at 12.5 µM. 0.54% of 310,000 active. O96028. NSD2 peptide methylation, AlphaScreen, 120 min; in the data active = inhibition above about 50%
PKA-R2B act: activates the human PKA-R2B holoenzyme complex; P22694+P31323; PKA-R2B holoenzyme dissociation, Cy5-IP20 fluorescence polarization; R2B truncated from residue 108, S112A mutant; 0% DMSO only, 100% 113 µM cGMP; activation, % at 11.4 µM; 0.079% of 340,000 active; AID 504700;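 active = activation above a cutoff set at the mean over all compounds plus 3 SD, cut at about 18% in these data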;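 note: higher means more holoenzyme dissociation and a rise in polarization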
Target sequence (P31323 whole entry, looked up, other chains not shown, the tested form may be a part): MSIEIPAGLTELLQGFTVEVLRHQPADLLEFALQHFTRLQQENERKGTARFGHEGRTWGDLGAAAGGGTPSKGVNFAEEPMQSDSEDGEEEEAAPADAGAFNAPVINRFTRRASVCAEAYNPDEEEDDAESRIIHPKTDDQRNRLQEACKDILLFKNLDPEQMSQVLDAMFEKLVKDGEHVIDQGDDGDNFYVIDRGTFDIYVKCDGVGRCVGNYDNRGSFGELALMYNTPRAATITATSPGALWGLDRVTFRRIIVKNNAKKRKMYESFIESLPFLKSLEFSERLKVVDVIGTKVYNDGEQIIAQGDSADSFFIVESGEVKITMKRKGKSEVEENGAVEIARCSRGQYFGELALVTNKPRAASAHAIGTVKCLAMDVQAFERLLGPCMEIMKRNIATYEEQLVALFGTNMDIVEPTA
SR-BI DiI-HDL act: activators of SR-BI mediated HDL lipid uptake; activation, % at 12.5 µM; CHO ldlA[mSR-BI] cells, DiI-HDL uptake fluorescence, 3 h; 100 = double the neutral-control signal; 0.096% of 320,000 active;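 active = mean replicate activation of at least 60% and every replicate at or above 60%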;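 note: 0% = median plate neutral-control signal and 100% = twice that signal; values of inactives mirror those of a sister screen read the other way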
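Material: SR-BI-overexpressing, LDLR-lacking CHO cells | Dosing: Single compound concentration, delivered by pin transfer | Probe or stimulus: Labelled HDL, 10 µg/mL | Signal: Bottom-read cell fluorescence after medium removal, ex 550/em 595 nm | Schedule: 3 h, 37 °C | Evaluation: HDL uptake via cellular fluorescence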
DAGLB inhibitor: blocks human DAGLB lipase activity; Q8NCG7; HEK293T DAGLB membrane lysate, EnzChek fluorogenic substrate; inhibition, % at 5.17 µM; 0.059% of 340,000 active; in the data active = inhibition above about 34%;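 note: 0% = enzyme with vehicle and 100% = wells lacking enzyme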
SR-BI DiI inh: mouse SR-BI HDL lipid transfer inhibition | Q61009 | ldlA[mSR-BI] CHO cells, DiI-HDL uptake fluorescence, 3 h | inhibition, % at 12.5 µM | 0.96% of 320,000 active;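 active = mean replicate inhibition of at least 70% and a set share of replicates each scoring 70 or more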;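 note: 0% = median of neutral control wells and 100% = median of positive control wells; values of inactives mirror those of a sister screen read the other way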
Target sequence (Q61009 whole entry, looked up): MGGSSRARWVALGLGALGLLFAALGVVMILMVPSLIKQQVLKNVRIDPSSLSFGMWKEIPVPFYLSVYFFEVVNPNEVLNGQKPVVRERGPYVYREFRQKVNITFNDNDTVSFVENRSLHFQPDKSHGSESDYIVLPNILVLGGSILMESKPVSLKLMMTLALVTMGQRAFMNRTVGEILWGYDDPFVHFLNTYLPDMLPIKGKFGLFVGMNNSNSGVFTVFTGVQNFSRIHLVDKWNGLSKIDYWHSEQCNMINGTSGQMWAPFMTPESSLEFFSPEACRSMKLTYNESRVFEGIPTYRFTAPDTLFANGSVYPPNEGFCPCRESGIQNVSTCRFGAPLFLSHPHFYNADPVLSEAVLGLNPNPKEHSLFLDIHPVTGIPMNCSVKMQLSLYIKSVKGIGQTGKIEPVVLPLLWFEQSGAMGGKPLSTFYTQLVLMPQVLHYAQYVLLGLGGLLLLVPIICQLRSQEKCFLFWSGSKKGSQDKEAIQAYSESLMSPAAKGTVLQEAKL
Keap1 Nrf2 FP: Keap1-Nrf2 (human) interaction inhibition; inhibition, % at 9.4 µM; 0.15% of 340,000 active; AID 504523; Keap1 Kelch-Nrf2 peptide fluorescence polarization, 1536-well; in the data active = inhibition above about 12%;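 note: human Keap1 Kelch domain with fluorescein labeled Nrf2 9mer peptide probe; 0% = neutral control wells and 100% = peptide positive control; higher means more block of Keap1 binding to Nrf2 peptide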
C-LANA FP: KSHV C-LANA DNA binding inhibition | 0.078% of 340,000 active | inhibition, % at 9 µM | MBP-C-LANA/FAM-LBS DNA binding, fluorescence polarization | AID 504423;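 active = highest replicate inhibition at or above 60% at 9 µM, even if other replicates fall short; inactive = all replicates below 60% inhibition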;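 note: 0% = neutral control wells and 100% = 4 µM acridine orange control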
RTF Ca sens inh: cardiac RTF calcium desensitization; IANBD-labeled cardiac RTF, Ca2+ fluorescence; inhibition, % at 7.15 µM; 0.12% of 340,000 active; AID 493244;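 active = inhibition above the mean inhibition of all tested compounds plus 3 SD, cut at about 17% in these data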;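 note: assay run at fixed EC70 calcium of 1.6 mM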
Arrestin-AP2 inh: inhibitors of human beta-arrestin and AP2 interaction | 0.31% of 340,000 active | AID 504490 | FITC-arrestin peptide / GST-AP2 beads, flow cytometry; AP2 beta2 appendage carries R879A mutation | inhibition, % at 10 µM;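 active = inhibition above a set limit, near 3 SD of compounds lacking own fluorescence, cut at about 54% in these data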;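 note: plate controls were DMSO wells for no effect and 5 µM unlabelled arrestin peptide for full effect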
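System: GST-AP2 R879A glutathione beads. Medium: PBS with 0.05% Tween 20 and 0.1% BSA. Also added: FITC-arrestin peptide, 50 nM. Incubation: 12 min plus 1 h, RT. Measured by: high-throughput flow cytometry of beads, ex 488, em 535 nm. Evaluation: percent drop in bead-associated FITC signal.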
PvdQ inh: blocks Pseudomonas aeruginosa PvdQ acylase activity; purified PvdQ acylase, fluorescence plate reader; inhibition, % at 10 µM; 0.063% of 340,000 active; AID 488965; in the data active = inhibition above about 30%, passing the limit was not always enough;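 note: 0% = vehicle neutral wells and 100% = reference inhibitor wells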
* hit, by the source's call; nt = no result given.

Compound	NSD2 HMT inh	PKA-R2B act	SR-BI DiI-HDL act	DAGLB inhibitor	SR-BI DiI inh	Keap1 Nrf2 FP	C-LANA FP	RTF Ca sens inh	Arrestin-AP2 inh	PvdQ inh
OCC1CCCN(Cc2ccc(-c3ccccc3)cc2)C1 (stereo not drawn)	2	-7	10	1	-10	0	1.3	4	13	4
O=C(c1ccccc1F)N(Cc1ccccc1)C1CCS(=O)(=O)C1 (stereo not drawn)	-1	4	-3	1	3	0	0.2	0	13	6
Cc1ccc2c(CSc3nnnn3C)cc(=O)oc2c1	-3	1	nt	-2	nt	-2	-1.4	-1	10	-5
O=c1c2ccccc2nc(-c2cccs2)n1-c1ccc2ccccc2c1	-2	-1	-33	-5	33	-1	-0.1	-5	-9	-4
COc1ccc(C(=O)COC(=O)c2cc(C)no2)c(OC)c1	-1	7	-3	-3	3	2	2.9	-6	25	-2
Cc1cccn2c(=O)c3cc(C#N)c(=N)n(CCCN4CCOCC4)c3nc12	12	13	12	0	-12	1	-0.8	-10	-1	-12
Oc1ccc(C[C@@H]2CNCCN2CCCCC2CCCCC2)cc1	nt	4	15	3	-15	-8	-1.1	0	-6	-7
C/C(=N/NC(=O)CNC(=O)/C=C/c1ccccc1)c1ccco1	-1	-2	17	1	-17	-1	2.5	0	29	5
COC(=O)CCC(=O)N1CCC(CCC(=O)NCc2ccc(F)cc2)CC1	6	3	21	1	-21	-3	-1.3	-6	2	-16
Cc1ccc(-n2ncc3c(NCc4ccccn4)ncnc32)c(C)c1	-1	2	-8	-2	8	-1	1.1	-1	8	-11
CN(C)CCN(Cc1ccco1)S(=O)(=O)c1ccc(-c2ccc(=O)[nH]n2)s1	3	-3	7	-1	-7	2	1.4	-10	47	8
CCc1c(O)nc(SCC(N)=O)n(-c2ccccc2F)c1=O	-5	-2	5	-1	-5	1	0.6	-1	25	-4
O=C(Cc1ccc(Cl)cc1)NC(=S)Nc1ccccc1O	nt	0	15	-2	-15	-5	3.1	-3	-8	-16
COc1ccc(N2CCN(C(=O)CCc3ccccc3OC)CC2)cc1	3	-8	-19	1	19	3	-1.7	-4	-20	4
COc1ccc(CC(=O)NCC2CCCN(Cc3cccc(SC)c3)C2)cc1 (stereo not drawn)	2	-10	-15	0	15	-3	0.6	-13	-14	-18
CCOC(=O)N1CCN(C(=O)c2cc3c(s2)-c2c(C)cccc2OC3)CC1	-5	0	-6	-7	6	1	-0.1	-6	43	6
CCOC(=O)N1CCN(Cc2nc3c(c(=O)n(C)c(=O)n3C)n2CCCc2ccccc2)CC1	0	-3	14	-2	-14	-1	0.1	-2	-4	-15
COc1cc(NC(=O)c2ccccc2F)ccc1NC(=O)c1cc2ccccc2o1	0	-1	-87	-3	87*	1	0.0	2	-1	-2
Cc1cc(C)n(-c2nc3c(c(=O)[nH]c(=O)n3C)n2CCc2ccccc2)n1	2	-11	-1	-3	1	2	-0.5	-6	-1	11
CCc1ccc(NC(=O)CSc2ccc(-c3ccccn3)nn2)cc1	-3	-1	7	-6	-7	7	3.1	-4	-10	-5
O=C(Nc1n[nH]c(=S)s1)c1ccco1	nt	2	nt	0	nt	-7	0.2	0	3	-16
CC1CCCCC1NC(=O)c1ccc2c(c1)OCCO2 (stereo not drawn)	5	-4	18	-1	-18	1	1.4	-12	26	-2
O=C(Nc1ccc(Cl)cn1)c1ccc(-c2ccc(Cl)c(Cl)c2)o1	-2	-7	nt	-8	nt	4	0.8	-27	0	-6
CN(C)S(=O)(=O)c1cccc(NC(=O)CCNC(=O)c2ccccc2Cl)c1	9	-12	6	1	-6	-2	-0.4	-3	14	1
CC1CCCC(C)N1C(=O)COc1ccc(F)cc1 (stereo not drawn)	5	6	3	-3	-3	3	-1.6	-13	-6	-3
O=C(NCc1cccnc1)c1cc(Cl)ccc1[N+](=O)[O-]	-3	-1	8	-1	-8	-1	-1.3	-4	-16	9
Nc1nnc(/C=C/c2ccccc2Cl)s1	-2	-10	2	-4	-2	0	1.3	-1	12	-14
CCOc1ccccc1N/C=C/C(=O)C(C)(C)C	-3	6	19	-3	-19	-2	0.3	-5	-4	-12
CCOC(=O)C(=O)Nc1nnc(SCc2ccc(F)cc2)s1	0	-1	27	3	-28	1	-1.3	5	10	-4
CCOC(=O)N1CCC(Nc2c(Nc3ccc(F)cc3)c(=O)c2=O)CC1	-3	-1	0	0	0	-1	-1.4	6	-3	-17
C/C(NC(=O)c1ccccc1)=C1/C(=O)CC2C1C2(C)C (stereo not drawn)	-1	-4	nt	-4	nt	-6	0.2	-1	-6	-5
c1ccc(NC(c2ccccc2)c2ccncc2)cc1 (stereo not drawn)	18	2	5	0	-5	-2	-1.3	-10	-3	-17
Nc1cccc(-c2ccc(CO)o2)c1	1	6	1	1	-1	-2	0.8	-8	0	-13
O=C(O)C1CC(=O)N(c2ccc(Br)cc2)C1 (stereo not drawn)	3	-9	25	2	-25	-7	0.1	-3	-10	-16
CS(=O)(=O)Nc1cccc(-c2cn3c(n2)SCC3)c1	-5	-5	14	-2	-14	-3	-0.8	0	42	8
CCc1nccn1CCC(=O)N1CCc2c([nH]c3ccccc23)C1CC(C)C (stereo not drawn)	5	9	nt	-1	nt	0	-0.4	-3	3	-4

Of the compounds above, 4 have an aryl methoxy group.
Compound	NSD2 HMT inh	PKA-R2B act	SR-BI DiI-HDL act	DAGLB inhibitor	SR-BI DiI inh	Keap1 Nrf2 FP	C-LANA FP	RTF Ca sens inh	Arrestin-AP2 inh	PvdQ inh
COc1ccc(C(=O)COC(=O)c2cc(C)no2)c(OC)c1	-1	7	-3	-3	3	2	2.9	-6	25	-2
COc1ccc(N2CCN(C(=O)CCc3ccccc3OC)CC2)cc1	3	-8	-19	1	19	3	-1.7	-4	-20	4
COc1ccc(CC(=O)NCC2CCCN(Cc3cccc(SC)c3)C2)cc1 (stereo not drawn)	2	-10	-15	0	15	-3	0.6	-13	-14	-18
COc1cc(NC(=O)c2ccccc2F)ccc1NC(=O)c1cc2ccccc2o1	0	-1	-87	-3	87*	1	0.0	2	-1	-2

More results.
Compound	NSD2 HMT inh	PKA-R2B act	SR-BI DiI-HDL act	DAGLB inhibitor	SR-BI DiI inh	Keap1 Nrf2 FP	C-LANA FP	RTF Ca sens inh	Arrestin-AP2 inh	PvdQ inh
O=C(O)CC(CNC(=O)C1CCCN1C(=O)OCc1ccccc1)c1ccccc1 (stereo not drawn)	-4	5	15	1	-15	4	-0.2	-14	-1	-13
CCOc1ccccc1OCCn1ncc2ccc(OC)c(OC)c2c1=O	-1	-11	14	-3	-14	-6	-0.6	-1	-8	-9
CC1(c2ccccc2Cl)NC(=O)N(CC(=O)Nc2ccc(N3CCCCC3)cc2)C1=O (stereo not drawn)	6	1	-51	1	51	3	0.6	-2	-29	-15
Cc1ccc(C2Nc3ccccc3C(=O)N2Cc2ccco2)cc1 (stereo not drawn)	1	-16	-10	3	10	-2	0.7	1	8	4
CC(C)(C)c1csc(N/N=C/c2ccc(O)cc2)n1	3	0	-13	3	13	-3	2.5	-7	-4	-18
N#Cc1cccnc1N1CCN(C(=O)c2ccco2)CC1	0	3	-9	-1	9	-5	0.7	0	-23	-9
O=C(c1cc2nc(-c3ccccc3)cc(C(F)(F)F)n2n1)N1CCN2CCCC2C1 (stereo not drawn)	0	-12	-37	-3	37	-5	-0.8	-9	20	-5
COCCNc1c([N+](=O)[O-])c(=O)n(-c2ccccc2)c2ccccc12	0	-6	-16	-1	16	2	1.1	0	4	-3
O=C(CSc1nnc(CNc2ccc(Cl)cc2)o1)Nc1nc2c(s1)CCCC2	nt	-4	-26	10	26	-4	1.8	-5	-3	-12
CCOC(=O)c1cnn(-c2ccc(NS(=O)(=O)c3ccc(Cl)cc3)cc2)c1C(F)(F)F	1	5	8	-1	-8	-4	0.8	3	-1	-17
COC(=O)c1sc(NC(C)=O)c(C(=O)OC)c1C	1	2	-26	-3	26	-4	4.6	2	4	-27
COc1ccc2cc(-c3cc(C(=O)O)c4ccccc4n3)ccc2c1	2	-10	1	4	-1	-3	-0.9	5	-2	-21
Cc1c(C(=O)N2CCN(c3ccccn3)CC2)cccc1[N+](=O)[O-]	-2	4	5	0	-5	-2	-0.2	1	15	15
CCc1c(C)nc2c(OC)cccc2c1Cl	-5	-4	2	-1	-2	-2	0.0	-8	8	-25
C/C(=C/c1ccccc1)C(=O)N1CC(C)OC(C)C1 (stereo not drawn)	1	-8	-1	-1	1	-2	1.3	0	7	-12
O=[N+]([O-])c1cccc(Cl)c1NCCNS(=O)(=O)c1ccccc1	18	4	3	10	-3	2	0.2	1	-4	-12
CON(C)c1nc(NCC(C)C)nc(OCC#N)n1	-1	0	12	1	-12	-6	1.6	-4	0	-12
O=c1cc(N2CCCCCC2)[nH]c(=O)n1-c1ccc(Cl)cc1	nt	-1	4	0	-4	0	-0.2	2	19	8
CC(=O)Nc1ccc(S(=O)(=O)NNC(=O)c2ccc(S(=O)(=O)N3CCCCC3)cc2)cc1	-1	-10	5	1	-5	-4	-0.7	-4	-11	-4
CC(C)[n+]1ccn(C2=C([O-])c3ccccc3C(=O)/C2=N\S(=O)(=O)c2ccccc2)c1	96*	-8	9	3	-9	3	-0.3	3	37	8
O=C(COC(=O)c1nn(-c2ccccc2)c(=O)c2ccccc12)NC1CCS(=O)(=O)C1 (stereo not drawn)	-3	-3	-3	1	3	-4	-0.5	-5	12	-11
C=CCSc1nc2c(c(=O)[nH]1)C(C(C)C)C(C#N)=C(N)O2 (stereo not drawn)	nt	0	18	1	-18	-4	0.9	3	10	-8
Oc1ccc(/C=N/Nc2ccc(Cl)nn2)cc1O	7	9	-25	2	25	-4	1.4	-1	31	-1
Cc1cccc(C(=O)OCC(=O)N2CCc3ccccc3C2)c1O	3	-9	-9	-4	9	-1	1.8	-18	26	-13
O=C(CCC(=O)Nc1ccccc1Cl)NNC(=O)C1CCCCC1	-1	4	14	-4	-14	-2	-1.4	4	-21	-16
N#C/C(=C\c1cn[nH]c1-c1ccc(Cl)cc1)C(=O)NC1CC1	-1	-14	-24	-2	24	-2	0.1	1	-6	-10
O=c1[nH]c(CN2CCN(Cc3ccccc3)CC2)nc2scc(-c3ccccc3)c12	-1	3	-18	-1	18	-2	-1.1	7	34	5
CC(Sc1nnc(-c2cccnc2)n1N)C(=O)Nc1ccc2c(c1)OCCO2 (stereo not drawn)	3	0	-3	2	3	-2	0.2	-12	-4	-6
O=C1CCN(Cc2ccccc2)CCN1[C@H](COc1ccccc1)Cc1ccccc1	nt	-12	-8	-7	8	-5	4.6	2	-6	-11
